# Bioassay records as filed in PubChem.
# KDM4C inh: blocks human GASC-1 (KDM4C) demethylase activity. hit rate 0.15% among 96,000. inhibition, % at 12.5 µM. GST-KDM4C 2-372, H3K9me3 peptide, LANCE TR-FRET. Q9H3R0;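 active means mean replicate inhibition above about 25%, with at least 55% of replicates also reaching it, limit read from the data, passing the limit was not always enough; inconclusive means only one of those two conditions met; inactive means neither condition met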
# Target sequence (Q9H3R0 2-372 limits assumed): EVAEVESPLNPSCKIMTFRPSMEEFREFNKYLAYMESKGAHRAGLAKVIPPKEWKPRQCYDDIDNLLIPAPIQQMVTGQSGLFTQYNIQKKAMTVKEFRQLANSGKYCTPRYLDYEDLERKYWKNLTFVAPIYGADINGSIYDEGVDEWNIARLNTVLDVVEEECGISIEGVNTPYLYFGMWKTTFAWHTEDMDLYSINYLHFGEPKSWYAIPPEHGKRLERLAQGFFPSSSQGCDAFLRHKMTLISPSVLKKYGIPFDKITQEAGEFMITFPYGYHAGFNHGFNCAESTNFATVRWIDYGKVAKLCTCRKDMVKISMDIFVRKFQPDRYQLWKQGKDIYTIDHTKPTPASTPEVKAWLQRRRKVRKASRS
#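 material = GST-tagged GASC-1 (JMJD2C) catalytic fragment, aa 2-372 | amount = enzyme final amount 10 nM | medium = HEPES buffer, pH 7.5, plus ascorbate | also added = H3K9me3 peptide substrate, Fe(II), 2-oxoglutarate | dosing = single dose | times = 30 min demethylation and 1 h detection at room temperature | detection = LANCE TR-FRET | read-out basis = Fall in 671/618 emission ratio as inhibition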
# Pf Dd2 growth: inhibitors of Plasmodium falciparum Dd2 growth. P. falciparum Dd2 growth, SYBR Green, 72 h; stronger effect = lower value. activity change, % at 10 µM. hit rate 2.3% among 94,000; in the data active means activity change below about -80%; inconclusive means no clear call, values can overlap the other calls
# Tcruzi prolif: T. cruzi proliferation inhibition. inhibition, % at 8.34 µM. AID 624255. T. cruzi beta-gal in NIH3T3, GalScreen luminescence, 90 h. hit rate 5.9% among 77,000;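 active means mean inhibition above about 93%, with at least 55% of replicates each passing it, limit read from the data, passing the limit was not always enough; inconclusive means only one of those two conditions holds; inactive means neither condition holds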
# C diff HTS: blocks growth of Clostridium difficile; Clostridium difficile clinical isolate growth, OD600, 24 h; stronger effect = lower value; growth activity, negative = inhibition, % at 16 µg/mL (by protocol); hit rate 0.25% among 86,000; AID 1259249;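 active means mean growth activity at or below -80% and every replicate also at or below -80%; inconclusive means mean at or below -80% but some replicate above -80%; inactive means mean growth activity above -80%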;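 further: 0% = DMSO wells and -100% = levofloxacin 16 µg/mL wells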
# An asterisk follows results filed as active; ? = inconclusive; . = no result given; & = joins results of further samples.
compound	KDM4C inh	Pf Dd2 growth	Tcruzi prolif	C diff HTS
Cn1cnc(S(=O)(=O)N[C@@H]2CC[C@@H](CC(=O)Nc3ccccc3)O[C@H]2CO)c1	-0.3	.	.	3
COc1ccc(NC(=O)N2CC3(C2)CN(C(=O)C2CCC2)[C@@H](CO)c2c3c3ccc(OC)cc3n2C)cc1	0.7	-29	.	-9
Cc1noc(C)c1NC(=O)N[C@H]1C=C[C@H](CC(=O)N2CCCCC2)O[C@H]1CO	0.3	14	22	6
COc1ccc(-c2ccc3n(c2=O)C[C@@H]2[C@@H](CO)[C@H](C(=O)N(C)C)[C@H]3N2C(=O)c2cnccn2)cc1	-0.3	.	7	.
C[C@H]1CN([C@@H](C)CO)C(=O)Cc2cc(NC(=O)Cn3cnnn3)ccc2O[C@@H]1CN(C)Cc1ccc(Cl)c(Cl)c1	-0.1	8	-1	-8
COc1ccc2c3c([nH]c2c1)[C@@H](CO)N(C(=O)c1cccc(F)c1)CC31CN(C(=O)CC2CC2)C1	-0.1	-28	.	-4
O=C(C1CCOCC1)N1CC2(C1)[C@H](c1ccccc1)[C@@H](CO)N2Cc1ccccc1F	0.1	12	.	0
O=C(C[C@H]1CC[C@@H]2[C@H](COC[C@@H](O)CN2C(=O)Nc2ccc(F)cc2)O1)NCc1ccncn1	0.5	6	26	.
C[C@@H]1CN([C@H](C)CO)C(=O)Cc2cc(NS(=O)(=O)c3ccccc3)ccc2O[C@@H]1CN(C)S(=O)(=O)c1cn(C)cn1	-0.5	22	30	-5
CCCC(=O)Nc1ccc2c(c1)C(=O)N(C)[C@@H]1CC[C@H](CC(=O)NCc3ccccc3Cl)O[C@H]1CO2	-1.7	-1	-42	2
C[C@H]1CN([C@@H](C)CO)C(=O)c2cccc(NC(=O)C3CC3)c2O[C@H]1CN(C)Cc1ccc2c(c1)OCO2	-1.0	-27	14	5
COCC#Cc1cnc2c(c1)C(=O)N([C@H](C)CO)C[C@H](C)[C@@H](CN(C)S(=O)(=O)c1cn(C)cn1)O2	-0.7	52	4	0
Cc1ccc(NC(=O)Nc2ccc3c(c2)C(=O)N(C)[C@H]2CC[C@H](CC(=O)NCC(F)(F)F)O[C@H]2CO3)cc1	-2.0	.	26	7
CS(=O)(=O)Nc1ccc2c(c1)[C@H]1C[C@H](CC(=O)NC3CCCCC3)O[C@H](CO)[C@H]1O2	-0.9	-10	26	.
O=C(C[C@@H]1CC[C@H](NC(=O)c2ccncc2)[C@H](CO)O1)Nc1ccc(-c2ccccc2)cc1	.	10	.	-4

# Ordered by molecular weight (ascending): some entries from above.
compound	KDM4C inh	Pf Dd2 growth	Tcruzi prolif	C diff HTS
Cn1cnc(S(=O)(=O)N[C@@H]2CC[C@@H](CC(=O)Nc3ccccc3)O[C@H]2CO)c1	-0.3	.	.	3
O=C(C[C@@H]1CC[C@H](NC(=O)c2ccncc2)[C@H](CO)O1)Nc1ccc(-c2ccccc2)cc1	.	10	.	-4
COc1ccc(-c2ccc3n(c2=O)C[C@@H]2[C@@H](CO)[C@H](C(=O)N(C)C)[C@H]3N2C(=O)c2cnccn2)cc1	-0.3	.	7	.
Cc1ccc(NC(=O)Nc2ccc3c(c2)C(=O)N(C)[C@H]2CC[C@H](CC(=O)NCC(F)(F)F)O[C@H]2CO3)cc1	-2.0	.	26	7
C[C@H]1CN([C@@H](C)CO)C(=O)Cc2cc(NC(=O)Cn3cnnn3)ccc2O[C@@H]1CN(C)Cc1ccc(Cl)c(Cl)c1	-0.1	8	-1	-8

# Other entries follow:
compound	KDM4C inh	Pf Dd2 growth	Tcruzi prolif	C diff HTS
CN(C)C(=O)c1ccc(-c2ccc([C@H]3[C@H](CO)N4C(=O)CN(C(=O)C5CC5)C[C@@H]34)cc2)cc1	1.1	-13	.	1
CO[C@@H]1CN(C)C(=O)c2cc(NC(C)=O)ccc2OC[C@H](C)N(CCc2ccccc2)C[C@H]1C	-1.0	-14	3	0
Cc1cccc(NC(=O)Nc2ccc3c(c2)C(=O)N(C)[C@H]2CC[C@@H](CC(=O)O)O[C@@H]2CO3)c1	0.9	0	-6	11
C[C@H](CO)N1C[C@H](C)[C@H](CN(C)C(=O)OCc2ccccc2)OCc2cn(nn2)CCCC1=O	-0.2	14	49	-2
C[C@@H]1CCCCO[C@H](CN(C)Cc2ccc(Cl)c(Cl)c2)[C@@H](C)CN([C@H](C)CO)C(=O)c2cc(NS(C)(=O)=O)ccc2O1	4.9	-26	-50	10
COc1ccc(S(=O)(=O)Nc2ccc3c(c2)C(=O)N([C@H](C)CO)C[C@H](C)[C@@H](CN(C)C(=O)Nc2ccccc2)OCCCC[C@H](C)O3)cc1	-0.1	-8	58	-2
C[C@@H]1CCCCO[C@@H](CN(C)C(=O)Cc2ccccc2)[C@H](C)CN([C@@H](C)CO)C(=O)c2cc(NC(=O)c3ccncc3)ccc2O1	-1.4	-13	-3	3
C[C@H](CO)N1C[C@H](C)[C@@H](CN(C)Cc2ccc(-c3ccccc3)cc2)Oc2ccc(NC(=O)CCCCCC(=O)Nc3ccccc3N)cc2CC1=O	-4.1	-46	73	-3
C[C@H](CO)N1C[C@H](C)[C@@H](CN(C)Cc2ccc(Oc3ccccc3)cc2)Oc2ccc(N(C)C)cc2CC1=O	0.8	-23	116*	3
C[C@H](CO)N1C[C@H](C)[C@@H](CN(C)C(=O)c2ccncc2)OCCCC[C@H](C)Oc2ccc(NC(=O)C3CCCCC3)cc2C1=O	-0.3	4	9	-4
CCCC#Cc1cnc2c(c1)C(=O)N([C@H](C)CO)C[C@H](C)[C@H](CN(C)S(=O)(=O)c1ccccc1)O2	0.2	-54	46	-3
C[C@@H]1CN([C@@H](C)CO)C(=O)Cc2cc(NC(=O)Nc3ccc(F)cc3)ccc2O[C@@H]1CN(C)C(=O)Nc1ccc(C(F)(F)F)cc1	-1.0	2	-10	-14
CO[C@H]1CN(C)C(=O)c2cc(NC(=O)c3nc4ccccc4s3)ccc2OC[C@@H](C)NC[C@H]1C	-1.0	-53	-55	.
C[C@@H]1CN([C@@H](C)CO)C(=O)c2cc(NC(=O)NC3CCCCC3)ccc2O[C@H]1CN(C)C(=O)NC1CCCCC1	0.4	9	4	-3
C[C@H](CO)N1C[C@H](C)[C@H](CN(C)C(=O)c2cccnc2)Oc2ncc(-c3ccccc3)cc2C1=O	0.6	56	-11	2
COc1ccccc1NC(=O)N(C)C[C@H]1OCc2cnnn2CCCC(=O)N([C@H](C)CO)C[C@@H]1C	1.0	-21&-2	-17&10	0
C[C@@H]1CN([C@@H](C)CO)C(=O)c2cc(NS(=O)(=O)c3ccc(F)cc3)ccc2O[C@@H]1CN(C)Cc1ccc2c(c1)OCO2	-0.3	5	45	-2
Cc1ccc(S(=O)(=O)Nc2ccc3c(c2)C(=O)N([C@@H](C)CO)C[C@H](C)[C@H](CN(C)Cc2ccc(C(F)(F)F)cc2)O3)cc1	-0.2	-6	99*	.
COc1ccc(CN(C)C[C@H]2Oc3ccc(NS(=O)(=O)c4ccc(Cl)cc4)cc3C(=O)N([C@H](C)CO)C[C@H]2C)cc1	0.7	-3	49	-2
C[C@H](CO)N1C[C@H](C)[C@H](CN(C)Cc2ccc3c(c2)OCO3)Oc2c(NC(=O)Nc3ccc4c(c3)OCO4)cccc2C1=O	-0.1	-10	72	-2
COCC(=O)N1C[C@@H](C)[C@H](OC)CN(C)C(=O)c2ccc(NC(=O)Nc3cccc(F)c3)cc2OC[C@@H]1C	0.5	.	-17	.
CC(C)C#Cc1ccc2c(c1)O[C@@H](CN(C)C)[C@H](C)CN([C@@H](C)CO)S2(=O)=O	-0.6	-10	.	1
CCCN(C)C[C@H]1OCCCC[C@H](C)Oc2ccc(NS(=O)(=O)c3ccc(F)cc3)cc2C(=O)N([C@@H](C)CO)C[C@H]1C	-0.2	-29	68	1
COc1cccc(S(=O)(=O)N[C@H]2CC[C@H](CC(=O)NC3Cc4ccccc4C3)O[C@@H]2CO)c1	-1.8	1	-7	.
Cc1noc(C)c1S(=O)(=O)Nc1ccc2c(c1)C(=O)N([C@H](C)CO)C[C@@H](C)[C@H](CN(C)S(=O)(=O)c1ccc(Cl)cc1)O2	0.6	-15	-43	0
O=C(C[C@@H]1C[C@@H]2c3cc(NC(=O)Nc4ccc(C(F)(F)F)cc4)ccc3O[C@@H]2[C@H](CO)O1)NCc1ccccn1	-1.0	11	-38	0
CC(C)NC(=O)N1C[C@@H]2[C@H](c3ccccc31)[C@@H](CO)N2Cc1ccc(Cl)cc1	1.6	-5	-16	-3
O=C(C[C@@H]1C[C@H]2c3cc(NS(=O)(=O)c4ccc(F)cc4)ccc3O[C@H]2[C@@H](CO)O1)NCc1cccc(F)c1	-2.2	-4	-76	4
C/C=C/c1ccc([C@@H]2[C@@H](CO)N(C(=O)CC)[C@H]2CNC(=O)c2ccncc2)cc1	0.2	-2	54	5
C[C@H]1CN([C@@H](C)CO)C(=O)c2cccc(NC(=O)c3ccncc3)c2O[C@@H]1CN(C)C	-1.2	8	9	-2

# (next part)
# Below each SMILES: KDM4C inh | Pf Dd2 growth | Tcruzi prolif | C diff HTS
> O=C(Nc1cccc(Cl)c1)N[C@@H]1CC[C@H](CCn2cc(Cc3ccccc3)nn2)O[C@@H]1CO
    -0.4 | -15 | 29 | .
> C[C@H]1CN([C@@H](C)CO)S(=O)(=O)c2ccc(-c3cncnc3)cc2O[C@@H]1CN(C)C(=O)CC1CC1
    0.1 | -9 | 24 | -4
> Cc1ccc(S(=O)(=O)N(C)C[C@@H]2Oc3ccc(NC(=O)CCCN(C)C)cc3C(=O)N([C@H](C)CO)C[C@H]2C)cc1
    1.3 | 54 | -7 | 1
> Cc1ccc(CN(C)C[C@@H]2OCc3cn(nn3)CCCC(=O)N([C@H](C)CO)C[C@H]2C)cc1
    0.9 | -5 | -8 | .
> C[C@H](CO)N1C[C@H](C)[C@@H](CN(C)C(=O)c2ccccc2)OCCCC[C@H](C)Oc2ccc(N(C)C)cc2C1=O
    5.2 | -24 | 44 | -1
> C[C@H]1CN([C@@H](C)CO)C(=O)c2cc(NC(=O)c3ccncc3)ccc2O[C@@H]1CN(C)C(=O)Nc1ccc2c(c1)OCO2
    0.6 | 14 | 8 | .
> O=C(CC1CC1)N[C@H]1CC[C@@H](CCNS(=O)(=O)c2ccc(Cl)cc2)O[C@H]1CO
    -0.4 | 8 | 10 | -6
> CN1C(=O)c2cc(NC(=O)c3cccc(C(F)(F)F)c3)ccc2OC[C@@H]2O[C@H](CC(=O)O)CC[C@@H]21
    0.3 | . | -9 | -2
> Cc1ccc(S(=O)(=O)N2CC[C@@H]3[C@@H](CO)Nc4ccc(C#Cc5ccccc5F)cc4[C@@H]32)cc1
    -0.6 | -4 | 102* | -17
> COc1ccc(S(=O)(=O)N(C)C[C@@H]2Oc3ccc(NC(=O)Nc4cccc5ccccc45)cc3C(=O)N([C@H](C)CO)C[C@H]2C)cc1
    7.8 | ? | 53 | -1
> Cc1ccc(-c2ccc(C3[C@H]4CNC[C@@H]3N4Cc3ccc(F)cc3)cc2)cc1 (some centres not stated)
    1.0 | -27 | . | 13
> C[C@H](CO)N1C[C@H](C)[C@H](CN(C)Cc2ccc(-c3ccccc3)cc2)Oc2ccc(NC(=O)C3CCCCC3)cc2C1=O
    -0.8 | -3 | 93 | .
> CCCC#Cc1cnc2c(c1)C(=O)N([C@H](C)CO)C[C@H](C)[C@@H](CN(C)Cc1ccccc1)O2
    2.5 | -21 | 18 | 1
> C[C@@H]1CN([C@@H](C)CO)C(=O)c2cc(-c3cccc(F)c3)cnc2O[C@@H]1CN(C)Cc1ccccn1
    -0.1 | -17 | . | 3
> C[C@H](CO)N1C[C@H](C)[C@H](CN(C)Cc2ccc3c(c2)OCO3)Oc2ccc(NC(=O)C3CC3)cc2CC1=O
    0.1 | -1 | 84 | -3
> COC(=O)C[C@@H]1C[C@H]2c3cc(NC(=O)CN(C)C)ccc3O[C@H]2[C@H](CO)O1
    7.0 | 3 | -54 | .
> C[C@H]1CN([C@@H](C)CO)C(=O)Cc2cc(NC(=O)Cc3cn(C)c4ccccc34)ccc2O[C@@H]1CN(C)C(=O)Nc1ccc(C(F)(F)F)cc1
    6.9 | -27 | 35 | -5
> CC=Cc1ccc2n(c1=O)C[C@@H]1[C@@H](CO)[C@H](C(=O)NCC(F)(F)F)[C@H]2N1C(C)=O (mixture of isomers)
    2.0 | 2 | -3 | -3
> C[C@H]1CN([C@@H](C)CO)S(=O)(=O)c2ccc(C#Cc3ccc(F)cc3)cc2O[C@@H]1CN(C)S(=O)(=O)c1ccc(F)cc1
    2.0 | -50 | ? | -2
> CCC(=O)N1[C@@H]2Cn3c(ccc(-c4cccnc4)c3=O)[C@H]1[C@@H](C(=O)N1CCc3ccccc3C1)[C@@H]2CO
    -1.7 | 3 | 7 | 0
> CO[C@H]1CN(C)C(=O)c2cc(NS(C)(=O)=O)ccc2OC[C@@H](C)N(C(=O)CC2CC2)C[C@H]1C
    0.6 | 13 | 7 | 1
